# Screening results as filed in PubChem BioAssay.
# B2AR arrestin: recruits beta-arrestin to the human beta2-adrenergic receptor | P07550 | beta-arrestin recruitment to beta2AR, cell-based reporter | Potency, µM (top dose mostly 46.1 µM), without a hit: top-dose activation, usual class: activators | 330,000 compounds, 0.02% hits | AID 492947;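 further: potency means the concentration at half of the fitted maximal effect; 0% = DMSO controls and full agonism = EC100 isoproterenol or metaproterenol; nearly all actives have a fitted effect of over 65% in size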
# Target sequence (P07550 whole entry, looked up): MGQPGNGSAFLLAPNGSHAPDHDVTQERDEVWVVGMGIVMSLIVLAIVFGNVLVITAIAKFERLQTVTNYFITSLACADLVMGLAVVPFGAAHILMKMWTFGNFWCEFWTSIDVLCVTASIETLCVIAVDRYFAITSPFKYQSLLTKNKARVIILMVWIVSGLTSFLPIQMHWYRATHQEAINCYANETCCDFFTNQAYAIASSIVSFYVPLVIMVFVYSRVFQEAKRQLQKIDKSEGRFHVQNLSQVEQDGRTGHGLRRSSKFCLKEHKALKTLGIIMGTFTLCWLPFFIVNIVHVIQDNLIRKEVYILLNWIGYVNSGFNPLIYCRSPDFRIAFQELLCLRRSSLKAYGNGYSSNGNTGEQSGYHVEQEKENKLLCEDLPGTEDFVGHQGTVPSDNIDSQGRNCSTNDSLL
# Menin MLL FP TR: menin-MLL binding inhibition, Texas Red mutant peptide; O00255; Menin + Texas Red MLL mutant peptide, fluorescence polarization; Potency, µM (titrated, usually from 61.6 µM), for inactives: top-dose FP activity change, negative = inhibition, actives largely listed as inhibitors; 270,000 compounds, 0.23% hits; AID 1768; active means well fitted inhibition curve with a large enough effect in the polarisation, with a control signal flat, not every such curve was filed as active; inconclusive means small, poorly fitted or top-dose-only effect, or effect the other way, or a change in a side signal; inactive means no such curve, though single readings can be large or run the other way; the % refers to the polarisation; further: potency means the concentration at half of the fitted maximal effect; % of control where 0% means no effect; many of its hits are not listed in these tables
# Target sequence (O00255 whole entry, looked up): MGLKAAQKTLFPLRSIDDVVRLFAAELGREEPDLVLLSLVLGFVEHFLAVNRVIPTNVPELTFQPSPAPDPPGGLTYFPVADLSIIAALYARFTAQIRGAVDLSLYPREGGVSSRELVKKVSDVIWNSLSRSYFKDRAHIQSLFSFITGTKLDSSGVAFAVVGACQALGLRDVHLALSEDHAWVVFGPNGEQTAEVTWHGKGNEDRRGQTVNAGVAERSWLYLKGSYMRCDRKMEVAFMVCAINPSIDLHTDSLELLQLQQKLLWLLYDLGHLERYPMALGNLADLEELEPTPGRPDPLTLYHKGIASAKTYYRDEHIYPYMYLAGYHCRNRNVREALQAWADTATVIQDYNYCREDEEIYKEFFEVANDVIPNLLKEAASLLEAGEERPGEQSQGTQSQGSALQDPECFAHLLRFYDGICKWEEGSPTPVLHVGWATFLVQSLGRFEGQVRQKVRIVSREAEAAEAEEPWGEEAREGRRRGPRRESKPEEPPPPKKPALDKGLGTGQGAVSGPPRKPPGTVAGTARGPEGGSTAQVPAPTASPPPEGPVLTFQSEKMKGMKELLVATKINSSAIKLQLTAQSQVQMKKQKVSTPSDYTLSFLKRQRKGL
# Giardia killer: kills Giardia lamblia | 340,000 compounds, 0.15% hits | AID 540267 | Giardia lamblia trophozoite viability | activity change, % at 7.66 µM, hits read low; in the data active means activity change below about -80%; inconclusive means between about -30% and that limit;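 further: parasites exposed to compound for two days anaerobically before the ATP read; on the % scale 0 is the no-effect control and ±100 the full control effect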
#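 Each well holds 100 Giardia trophozoites and compound. After two days (48 hrs) at 37 deg C in anaerobic conditions, ATP is quantified by luminescence.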
# CXXC DNA block: MLL CXXC-DNA interaction inhibition | AID 2662 | Potency, µM (titrated, usually from 115 µM), for the others: top-dose activity change, negative = inhibition, most hits filed as inhibitors | MLL-CXXC / FITC-HOXA9 DNA fluorescence polarization | Q03164 | 290,000 compounds, 0.037% hits; active means well fitted inhibition curve with a large enough effect in the polarisation, with a control signal flat, not every such curve was filed as active; inconclusive means small, poorly fitted or top-dose-only effect, or effect the other way, or a change in a side signal; inactive means no such curve, though single readings can be large or run the other way; the % refers to the polarisation; further: potency means the concentration at half of the fitted maximal effect
#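 Steps: dispense CXXC domain solution (7 uM) → pin compounds or unlabeled HOX-A9 DNA control → 5 min ambient → add FLSN-HOX-A9 solution (50 nM) → spin → 30 min ambient → fluorescence polarization. Tris pH 7.5/NaCl/DTT/BSA buffer.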
# KCNH2 3.1 block: inhibitors of human KCNH2 3.1 potassium channel isoform; U2OS KCNH2 3.1, thallium flux FluxOr; active compounds read low; activity change, % (tested at about 1.8 µM); 340,000 compounds, 0.95% hits;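 active means maximum activity change below -70%; inconclusive means maximum activity change from -70% to -50%; inactive means maximum activity change above -50%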;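 further: thallium influx rate constant from kinetic fluorescence after stimulation buffer; on the % scale 0 is the no-effect control and ±100 the full control effect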
#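 U2OS cells transduced with KCNH2 3.1 mutant virus (1.77 x 10^8 /mL, 4 h), plated overnight at 37 C, loaded 45 min with FluxOr dye plus Red40 quencher. Thallium flux rate constant from kinetic reads after stimulation buffer, normalised to controls.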
# TRPV1 agonist: activates the human vanilloid receptor TRPV1 | Q8NER1 | TRPV1-expressing cells, Fluo-8 calcium influx, agonist mode | activation, % at 8.33 µM | 320,000 compounds, 0.19% hits | AID 540275; in the data active means activation above about 80%; inconclusive means between about 30% and that limit; further: 0% is about no effect
#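 TRPV1-expressing cells were cultured overnight at 35.5C and loaded with Fluo-8 calcium dye for 40 to 90 min at room temperature. After a 10 s baseline, compound was added and calcium influx was read kinetically for 3 min (ex 480/em 520 nm).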
# USP2a block: USP2a (human) protease inhibition | O75604 | USP2 core, Ub-CHOP2 coupled fluorogenic reporter, 485/531 | AID 463254 | 330,000 compounds, 0.01% hits | Potency, µM (top dose mostly 38.3 µM), for the others: at the top dose activity change, negative = inhibition, most hits filed as inhibitors;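 further: potency means the concentration at half of the fitted maximal effect; plate controls were DMSO wells for no effect and full inhibition by NEM control for full effect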
#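 Deubiquitinase activity read as fluorescence (485/531 nm) after Ub-CHOP2 cleavage activates the enterokinase reporter on its substrate; USP2 core 10nM, Ub-CHOP2 and substrate 25nM each, 30min compound preincubation then 60min RT; data normalized to NEM, curves fitted.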
# hERG WT inh: blocks the wildtype human KCNH2 potassium channel. Q12809. U2OS, BacMam KCNH2, thallium flux FluxOr; active compounds read low. activity change, % at 1.84 µM. 340,000 compounds, 0.37% hits. AID 720551;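 active means maximum activity change below -70%; inconclusive means maximum activity change between -70% and -50%; inactive means maximum activity change above -50%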; further: on the % scale 0 is the no-effect control and ±100 the full control effect
#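 U2OS cells transduced with wild-type KCNH2 virus are loaded with FluxOr dye for 45 min, and thallium flux is measured in kinetic reads before and after stimulation buffer. Rate constants are normalized to DMSO controls.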
# GALK inhibitor: galactokinase (human) inhibition. Purified GALK, Kinase-Glo residual ATP luminescence. Potency, µM (titrated, usually from 57.5 µM), without a hit: at the top dose activity change, negative = inhibition, usual class: inhibitors. 270,000 compounds, 0.007% hits; further: potency means the concentration at half of the fitted maximal effect; on the % scale 0 is the no-effect control and ±100 the full control effect
#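 Quantitative HTS: GALK 5 nM, ATP 35 uM, galactose 100 uM, 1 h room temperature, then luciferase-based ATP detection.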
# Coupling enz: inhibits coupling enzyme system, counter-screen for aldolase hits | activity change, negative = inhibition, % at 58.2 µM, hits read low | 290,000 compounds, 0.67% hits | coupling enzyme system counterscreen, AmpLite Red fluorescence; in the data active means activity change below about -30%; further: on the % scale 0 is the no-effect control and ±100 the full control effect
#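 Compounds tested against the coupling enzymes alone at 57.5 uM final; readout was AmpLite Red fluorescence (525/598 nm) after 20 min at RT.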
# PKM2 act: activators of human pyruvate kinase M2 | P14618 | purified PKM2, Kinase-Glo ATP luminescence, activation; response scale: 0% is enzyme alone, no compound | Potency, µM (highest dose often 57.5 µM), for inactives: top-dose activation, most hits filed as activators | 260,000 compounds, 0.34% hits | AID 1631; further: potency means the concentration at half of the fitted maximal effect; on the % scale 0 is the no-effect control and ±100 the full control effect; nearly all actives have a fitted effect of over 55% in size
#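 ATP formation by purified human PK-M2, quantified via coupled luciferase luminescence after 1 h at room temperature with 0.1 mM ADP and 0.5 mM PEP final.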
# Active calls of the source: *; ? = inconclusive; . = not tested or not shown; [ ] = remark or other dose. Unless noted, the call rests on the fitted dose curve; in most records, active means well fitted curve in the direction sought with a large enough effect; inconclusive means small, poorly fitted or top-dose-only effect, or another doubt; inactive means no such curve, though single readings can be large; an effect the other way counts as inactive or inconclusive.
Structure	B2AR arrestin	Menin MLL FP TR	Giardia killer	CXXC DNA block	KCNH2 3.1 block	TRPV1 agonist	USP2a block	hERG WT inh	GALK inhibitor	Coupling enz	PKM2 act
CCOc1cc2[nH]c(=S)n(Cc3ccc(C(=O)NCCOC)cc3)c(=O)c2cc1OCC	-0.2%	0%	0	-3%	-2	-2	1%	-4	-3%	-3	3%
C/C(=N\NC(=O)Cc1c(C)[nH][nH]c1=O)c1cccc(Br)c1	8.5%	.	-2	-10%	36	0	4%	8	0%	-1	-13%
COCCN(C(=S)Nc1ccc(C)cc1C)C(C)c1cccs1 (stereo not given)	-0.1%	-11%	-13	-3%	2	2	7%	-1	-1%	-1	5%
CC(C)(C)c1cc[n+](-c2nc([O-])sc2C=O)cc1	-1.9%	-4%	2	3%	-23	4	5%	1	.	-11	8%
CCOc1ccc(C(=O)NC(C(=O)NCc2ccccn2)C(C)C)cc1 (stereo not given)	0.6%	-10%	-4	0%	.	1	3%	-28	6%	3	-6%
CCOc1ccc(S(=O)(=O)NCc2ccc(F)cc2)c2cccnc12	-0.3%	-21%	-24	-4%	-15	7	-3%	2	4%	-5	-18%
Cc1ccc(S(=O)(=O)N2CCOCC2)cc1C(=O)NC1=NCCS1	-1.3%	.	6	.	4	.	6%	5	.	.	.
Nc1nc(NCCCN2CCOCC2)nc(Nc2ccc(Cl)cc2)c1[N+](=O)[O-]	0.1%	.	6	-4%	9	-2	4%	13	-2%	4	0%
COc1ccccc1NC(=O)CSc1ncnc2c1oc1ccccc12	-0.4%	-14%	7	2%	-3	-1	6%	3	5%	0	0%
O=C(OCC(=O)N(C1CCCCC1)C1CCCCC1)c1cnccn1	-0.2%	-2%	8	-9%	-1	-2	-1%	3	2%	5	-2%
COc1ccc(N(CC(=O)N/N=C/c2cccs2)S(=O)(=O)c2ccccc2)cc1	-0.1%	-13%	11	-2%	-13	2	1%	1	-1%	-2	4%
C/C(=C\c1ccco1)C1C(C#N)=C(N)Oc2n[nH]c(-c3ccc(C)cc3)c21 (stereo not given)	-0.2%	55%[activator]	-4	-4%	0	3	-2%	-18	0%	0	4%
O=C1NC(c2ccncc2)C(C(=O)c2cccs2)C(O)(C(F)(F)F)N1 (stereo not given)	-0.1%	10%	1	0%	3	-1	-7%	-3	2%	10	-9%
CC1(c2nnc(-c3ccncc3)o2)CC(c2c(Cl)cccc2Cl)=NO1 (stereo not given)	-1.4%	.	-14	3%	-14	-2	7%	5	-2%	0	-8%
COc1cc(C(=O)N2CCCN(C)CC2)cc(OC)c1C	0.2%	13%	1	8%	-5	0	-1%	-10	.	1	.
CC(=O)Nc1nc(-c2ccc3c(c2)CCN3C(=O)C2CC2)c(C)s1	-0.2%	.	32[activator]	19%	6	1	-1%	0	-2%	0	.
CCc1ccc(C(=O)NNC(=O)CN2C(=O)NC3(CCCC3)C2=O)cc1	0.0%	.	-14	.	21	4	0%	6	.	.	.
COc1ccc(NC2=C3CC(C)CC=C3N(c3ccc(OC)cc3)C2=O)cc1 (stereo not given)	0.2%	-14%	-8	5%	-18	-3	4%	-1	1%	-2	-13%
Cc1ccc(S(=O)(=O)N2CCC3(CC2)OCCN3S(=O)(=O)c2cccs2)cc1	0.1%	.	-15	.	-6	1	-1%	-3	.	.	.
O=C(COC(=O)c1ccccn1)Nc1ccc2c(c1)OCCO2	-0.4%	.	-5	.	-18	.	0%	-12	.	.	.
Cc1noc(C)c1C(=O)NC(C)C12CC3CC(CC(C3)C1)C2 (stereo not given)	-0.7%	-1%	-3	5%	0	4	0%	-4	9%	0	-1%
Cc1ccc(S(=O)(=O)N(C)c2c(C)ccc(S(N)(=O)=O)c2C)cc1	-0.1%	-2%	3	3%	2	1	2%	0	1%	-4	2%
COC(=O)c1cccc(NC(=O)c2cccnc2)c1	-0.5%	-10%	8	11%	2	-1	-1%	-8	-3%	.	7%
CCCN(CC(=O)Nc1ccccc1OC)C(=O)Cn1[nH]c(=O)c2ccccc2c1=O	0.3%	.	-8	.	5	0	1%	6	.	.	.
Cc1oc2c(C)c(O)ccc2c(=O)c1-c1cnn(-c2ccccc2)c1	-0.1%	2%	-13	59%[activator]	-22	-1	0%	-8	3%	2	-4%
COCCN(C(=O)Cn1nnc2ccccc21)C(C(=O)NC1CCCCC1)c1ccc(OC)cc1OC (stereo not given)	-0.5%	-2%	-12	3%	6	0	1%	-6	-3%	-1	-3%
CS(=O)(=O)N(CC(=O)NCCC1=CCCCC1)c1ccc2c(c1)OCO2	-0.1%	-12%	-6	-6%	14	-2	0%	-9	1%	0	-16%
O=C(O)CCN1C(=O)c2ccc(NC(=O)c3cccs3)cc2C1=O	-0.7%	-1%	3	-10%	10	-1	1%	-11	-2%	5	0%
Cc1nc2cc(NC(=O)c3ccc(N4C(=O)CCC4=O)cc3)ccc2s1	0.4%	7%	5	-4%	-6	0	1%	-7	13%	1	0%
CC(Sc1nc(-c2ccco2)nc2c1c(=O)n(C)c(=O)n2C)C(=O)O (stereo not given)	0.2%	.	8	-6%	-30	-2	0%	-10	-1%	-2	-2%
Cc1ncc(CN2CCCC(CCC(=O)NCc3ccc(F)c(F)c3)C2)s1 (stereo not given)	0.2%	-3%	7	12%	3	2	4%	2	-2%	0	4%
COc1ccc(Cl)cc1N1C(=O)C2CCCN2C1c1ccccc1F (stereo not given)	0.1%	-3%	-1	25%	0	10	5%	2	2%	2	4%
C[C@@H]1COC(=O)[C@H](Cc2ccc(F)cc2)C/C=C\C[C@@H](CC(=O)N[C@H](CO)Cc2ccccc2)C(=O)N1	0.3%	.	-18	.	-23	.	0%	-8	.	.	.
O=C(Nc1nnc(SCc2ccc(F)cc2)s1)C1CC(=O)N(Cc2ccccc2)C1 (stereo not given)	-0.7%	-4%	14	2%	-16	4	4%	1	-4%	6	13µM*
COc1c(F)c(F)c(C(=O)Nc2ccccc2N2CCN(C(C)=O)CC2)c(F)c1F	.	-2%	-18	-4%	24	19	.	5	1%	1	-2%
C=CCNc1nc(Nc2ccc([N+](=O)[O-])cc2)nc(N2CCCC2)n1	-0.2%	?	7	1%	22	-6	1%	0	0%	-3	0%
Cc1cc(Oc2nc3c(C)cccn3c(=O)c2/C=C(\C#N)S(=O)(=O)c2ccc(Cl)cc2)ccc1Cl	0.5%	5%	-10	7%	0	5	0%	12	-2%	1	1%
O=C(NC1CCCC1)C(c1cccs1)N(C(=O)c1csnn1)c1ccccc1F (stereo not given)	-0.3%	.	6	-12%	3	1	2%	0	-2%	-1	.
CCc1nc(C)ccc1OCC(=O)N1CCc2c([nH]c3ccccc23)C1c1ccccn1 (stereo not given)	-1.0%	-5%	2	5%	-6	-3	0%	19	2%	-12	-5%
O=c1c(Cc2c(F)cccc2Cl)c(O)ccn1C1CCCCCC1	-0.3%	-10%	9	3%	10	5	5%	47	-1%	3	0%

# Complete entries as entered above.
# CCCN(CC(=O)Nc1ccccc1OC)C(=O)Cn1[nH]c(=O)c2ccccc2c1=O is listed as B2AR arrestin: 0.3%; Menin MLL FP TR: .; Giardia killer: -8; CXXC DNA block: .; KCNH2 3.1 block: 5; TRPV1 agonist: 0; USP2a block: 1%; hERG WT inh: 6; GALK inhibitor: .; Coupling enz: .; PKM2 act: .
# O=c1c(Cc2c(F)cccc2Cl)c(O)ccn1C1CCCCCC1 is listed as B2AR arrestin: -0.3%; Menin MLL FP TR: -10%; Giardia killer: 9; CXXC DNA block: 3%; KCNH2 3.1 block: 10; TRPV1 agonist: 5; USP2a block: 5%; hERG WT inh: 47; GALK inhibitor: -1%; Coupling enz: 3; PKM2 act: 0%

# Following part
Structure	B2AR arrestin	Menin MLL FP TR	Giardia killer	CXXC DNA block	KCNH2 3.1 block	TRPV1 agonist	USP2a block	hERG WT inh	GALK inhibitor	Coupling enz	PKM2 act
CCC(CO)Oc1cc(NCc2cccc(OC)c2)c2ncn(C(C)C)c2c1 (stereo not given)	11%	.	11	.	-7	.	-2%	0	.	.	.
COc1ccccc1NC(=O)COC(=O)CN1C(=O)C(=O)c2ccccc21	0.2%	29%	13	9%	-11	0	2%	-3	11%	-12	4%
Cc1ccc(NC(=O)CCS(=O)(=O)c2cccc3nonc23)cc1	-0.4%	5%	2	-5%	1	20	0%	1	10%	-3	.
C=CCNc1ncnc2c1[nH]c1ccccc12	-0.3%	6%	-19	8%	1	7	3%	-3	2%	0	-2%
CCOC(=O)C(NC(=O)CC)C(O)c1cccc([N+](=O)[O-])c1 (stereo not given)	-0.2%	20%	0	10%	1	0	1%	-19	0%	1	-4%
CN(C)c1ccc(C2C3CCCc4ccccc4C3=NN2C)cc1 (stereo not given)	-0.1%	.	18	-8%	-7	3	1%	-8	.	3	4%

# This is a subset; the hit share may differ from the screen's.
